D3 antag: blocks the human D3 dopamine receptor | D3R cells, DiscoveRx beta-arrestin luminescence, antagonist mode; hits give low values | max response, negative = inhibition, % | 2.5% of 360,000 active; in the data active = max response below about -50%; inconclusive = no clear call, values can overlap the other calls; note: % is set by controls: 0 for no effect and ±100 for the full control effect; mostly tested at two doses, the higher about 12 µM
Target sequence (P35462 whole entry, looked up): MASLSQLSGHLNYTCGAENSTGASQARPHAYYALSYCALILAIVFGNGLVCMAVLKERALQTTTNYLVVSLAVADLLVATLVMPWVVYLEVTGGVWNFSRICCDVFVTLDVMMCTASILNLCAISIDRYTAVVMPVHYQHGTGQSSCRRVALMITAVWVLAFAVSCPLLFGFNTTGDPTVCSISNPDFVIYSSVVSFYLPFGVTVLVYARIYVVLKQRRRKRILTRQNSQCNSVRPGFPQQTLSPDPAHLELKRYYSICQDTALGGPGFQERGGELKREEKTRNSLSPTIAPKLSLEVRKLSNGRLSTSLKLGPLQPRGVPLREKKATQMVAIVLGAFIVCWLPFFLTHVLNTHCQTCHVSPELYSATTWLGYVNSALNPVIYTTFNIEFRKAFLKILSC
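Cells plated overnight at 1500 cells/well, then exposed to library compounds with dopamine controls for 90 minutes at 37 degrees C. DiscoveRx reagent added for 30–60 minutes at room temperature; luminescence read, quantitative HTS format.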
EPAC2 agonist: activates human EPAC2 exchange factor; Q8WZA2; EPAC2 activation, biochemical qHTS; response scale: 100% = 6.5 mM cAMP response; Potency, µM (top dose mostly 154 µM), for inactives: top-dose activation, usual class: activators; 0.079% of 360,000 active; AID 720711; note: potency is the fitted concentration of half-maximal effect; nearly all actives have a fitted effect of over 50% in size
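Exchange assay: 100 nM EPAC2 with 250 nM Rap1B-BODIPY-GDP and 50 uM GDP. Fluorescence (ex 480/em 540 nm) read every 5 min for 30 min at room temperature. Data normalized to 6.5 mM cAMP as agonist control.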
PTHR1 ag: activates the human parathyroid hormone receptor PTHR1 | Potency, µM (highest dose often 115 µM), without a hit: top-dose activation, hits mostly activators | AID 743266 | 0.075% of 410,000 active | Q03431 | HEK293 GP2 PTHR1 cells, GloSensor cAMP luminescence, 1 h; note: potency is the fitted concentration of half-maximal effect; nearly all actives have a fitted effect of over 55% in size; some results filed as inactive show a strong effect at the top dose; inactives centre near -15; many of its hits are not listed in these tables
Target sequence (Q03431 whole entry, looked up): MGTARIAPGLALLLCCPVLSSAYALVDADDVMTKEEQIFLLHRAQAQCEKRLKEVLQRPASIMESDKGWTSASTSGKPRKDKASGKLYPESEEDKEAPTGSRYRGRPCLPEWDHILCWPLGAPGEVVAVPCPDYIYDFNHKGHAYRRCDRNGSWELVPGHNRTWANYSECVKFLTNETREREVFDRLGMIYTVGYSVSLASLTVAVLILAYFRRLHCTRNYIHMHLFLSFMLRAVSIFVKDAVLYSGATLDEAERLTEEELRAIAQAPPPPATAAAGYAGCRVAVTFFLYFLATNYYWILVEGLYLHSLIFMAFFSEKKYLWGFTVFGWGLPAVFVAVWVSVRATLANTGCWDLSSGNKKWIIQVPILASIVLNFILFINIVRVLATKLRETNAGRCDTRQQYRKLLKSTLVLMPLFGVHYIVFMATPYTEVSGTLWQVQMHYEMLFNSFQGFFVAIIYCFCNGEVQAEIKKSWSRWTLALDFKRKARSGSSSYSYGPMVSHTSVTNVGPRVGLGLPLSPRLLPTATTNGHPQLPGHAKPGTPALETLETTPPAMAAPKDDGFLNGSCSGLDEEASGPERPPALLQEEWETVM
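HEK-293-derived GP2 cells expressing PTHR1 and a GloSensor cAMP reporter, 3,000/well, plated overnight, given luciferin plus IBMX (each 0.5 mM as added) for 1 h at 37 °C, then compound for 1 h at 37 °C. Luminescence was read after 15 min at room temperature.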
pAkt inh: inhibitors of Akt phosphorylation; Neuro2A IGF-stimulated pAkt S473 HTRF, 20 min; hits give low values; activity change, % for hits at 50 µM; 0.32% of 360,000 active; in the data active = activity change below about -80%; inconclusive = mostly about -51% to -80%; note: % is set by controls: 0 for no effect and ±100 for the full control effect
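Neuro2A cells (4,500/well, DMEM with 0.5% FBS) were treated with compound at a single 50 µM final concentration, stimulated with 6 nM IGF for 20 min at 37 °C, and lysed. Phospho-Akt Ser473 was read by HTRF as 665/615 ratio ×10^4.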
CCT modulator: cytosolic chaperonin activity modulation; purified chaperonin ATPase assay, HTRF ADP detection, 30 min; activity change, % (concentration not given with the values), hits read low; 0.3% of 360,000 active; in the data active = activity change below about -30%; note: % is set by controls: 0 for no effect and ±100 for the full control effect
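Nucleotide hydrolysis assay: TRiC at 20–40 nM final (set by batch activity) with 10 uM ATP, 30 min at 37 °C, in presence of 76 uM compound. Detection by competitive ADP HTRF, 30 min ambient.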
Mm-Cpn inhibitor: inhibitors of Methanococcus maripaludis chaperonin (MmCpn); purified Mm-Cpn ATPase, ADP Transcreener TR-FRET; Potency, µM (series often up to 76.9 µM), without a hit: at the highest dose activity, negative = inhibition, hits mostly inhibitors; 0.031% of 330,000 active; AID 504842; note: potency is the fitted concentration of half-maximal effect; % is set by controls: 0 for no effect and ±100 for the full control effect; nearly all actives have a fitted effect of over 80% in size
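25 nM Mm-CPN + cpd, 10 min 37°C; + 10 uM ATP, 30 min 37°C; buffer 30 mM Tris pH 7.4, 100 mM KCl, 5 mM MgCl2, 1 mM DTT; Transcreener ADP HTRF detection 30 min RT.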
D3 ag: activates the human D3 dopamine receptor. P35462. D3R DiscoveRx beta-arrestin cells, luminescence, 90 min. max activation, %. 0.58% of 410,000 active. AID 652048; in the data active = max activation above about 30%; note: 0% is about no effect; mostly tested at two doses, the higher about 12 µM
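Agonist mode: compounds and dopamine controls were applied to plated cells for 90 min at 37 degrees C after an overnight attachment at 1500 cells/well. Luminescent read-out followed 30 - 60 minutes at room temperature with DiscoveRx detection reagent.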
EPAC2 antag: EPAC2 (human) antagonism. Q8WZA2. EPAC2 GEF exchange of Rap1B-BODIPY-GDP, fluorescence. Potency, µM (series often up to 114 µM), inactives show top-dose activity, negative = inhibition, hits mostly inhibitors. 0.18% of 360,000 active; note: potency is the fitted concentration of half-maximal effect; % is set by controls: 0 for no effect and ±100 for the full control effect; nearly all actives have a fitted effect of over 45% in size; many of its hits are not listed in these tables
Starred values were filed as active, the others as inactive; i = inactive; ? = inconclusive; · = not tested or not shown; [ ] = remark or other dose. Unless noted, calls come from the whole dose curve; as a rule, active = well fitted curve in the direction sought with a large enough effect; inconclusive = small, poorly fitted or top-dose-only effect, or another doubt; inactive = no such curve, though single readings can be large; an effect the other way counts as inactive or inconclusive.

Screens in order – EPAC2 antag	D3 ag	Mm-Cpn inhibitor	PTHR1 ag	EPAC2 agonist	pAkt inh	D3 antag	CCT modulator
COc1cc(O)oc1C=Nc1ccc(C(F)(F)F)cc1
  -6.8%	-0.2	0.6%	-16.0%	2.6%	i	-16.1	0.6
O=C(O)C1=C[C@H](c2coc3ccccc3c2=O)C[C@H](OCCCCO)O1
  -0.1%	15.3	·	10.8%	1.7%	i	-7.9	0.1
Cc1nnc(Sc2c(-c3ccccc3)c3ccc(Cl)cc3[nH]c2=O)s1
  -4.0%	9.2	-4.6%	?	8.2%	i	8.2	-2.7
COc1ccc(/C=N/NC(=O)C(=O)N2CCCCCC2)cc1O
  -3.1%	-6.0	-5.0%	5.7%	13.0%	i	-12.0	-2.8
CC(=O)Nc1ccc(C(=O)N2CCCC(c3cc(C(=O)Nc4ccccc4Cl)no3)C2)cc1 (stereo not given)
  -7.8%	1.5	·	-17.0%	16.5%	i	9.5	-2.1
Fc1ccc(NC(=S)Nc2cccc3ccccc23)cc1
  -0.7%	2.5	-5.3%	i	4.5%	i	6.3	-0.6
O=C(Nc1ccc(S(=O)(=O)N2CCCC2)cc1)c1ccc(CN2CCOCC2)cc1
  1.3%	4.4	-0.4%	-29.6%	-7.3%	i	14.2	-9.6
COC(=O)CCC(=O)OC
  -24.1%	-10.6	0.9%	22.5%	4.5%	i	0.0	-7.2
OC[C@@H]1CN(Cc2ccc3c(c2)OCO3)C[C@H](n2cnc3c(NC4CCC4)ncnc32)O1
  3.2%	7.3	·	-16.1%	8.0%	i	-1.8	-1.0
O=C(NC1CCCCC1)C(=S)N1CCCC1
  2.6%	15.7	-2.1%	i	-1.0%	i	1.2	-3.0
Cc1cc(S(=O)(=O)Nc2cccnc2)c(Cl)cc1Cl
  ?	17.9	1.5%	-27.1%	-1.9%	i	1.7	2.9
O=C(Oc1c(CN2CCOCC2)cc(Cl)c2cccnc12)c1ccccc1Cl
  -3.6%	-18.1	1.2%	i	15.1%	i	-65.1*	-5.7
COc1ccc(N(CC(O)Cn2c3ccccc3c3ccccc32)S(=O)(=O)c2ccccc2)cc1 (stereo not given)
  -23.0%	-5.3	-16.2%	i	4.7%	i	-10.8	-5.4
Cc1ccc(S(=O)(=O)N2CCN(C(=O)COC(=O)Cc3c(F)cccc3Cl)CC2)c(C)c1
  -5.7%	-9.9	·	-7.5%	8.1%	i	-18.7	1.9
Cc1ccc(OCc2nc(C#N)c(N3CCCCC3)o2)cc1
  -8.7%	-7.8	-1.3%	-2.6%	14.9%	i	-18.5	-4.1
CC(C)(C)c1cnnn1-c1ccc(NC(=O)c2ccc(Br)o2)cc1
  -5.8%	7.5	0.3%	-12.8%[57.5 µM]	11.6%	i	-25.5	-1.7
O=C(c1ccc(OC2CCN(Cc3ccccc3O)CC2)cc1)N1CCCCC1
  -1.4%	-4.7	0.1%	-20.8%	5.5%	i	-15.1	0.7
O=C(Nc1nc2ccccc2n1Cc1ccccc1)c1ccc(COc2ccccc2[N+](=O)[O-])o1
  -10.4%	-13.7	0.0%	i	15.1%	i	-16.6	-0.3
Cc1ccsc1/C=N/n1cnc2sc(C)c(C)c2c1=O
  -7.5%	2.6	0.1%	-15.0%	-1.9%	i	32.4	-1.1
Nc1nc(Sc2c([N+](=O)[O-])cc(C(F)(F)F)cc2[N+](=O)[O-])n[nH]1
  -2.6%	0.7	-5.6%	-46.8%[inhibitor]	9.4%	i	-7.4	0.0
Cn1c2ccc(F)cc2c2ncn(Cc3ccccn3)c(=O)c21
  0.6%	0.6	-1.0%	-10.3%	3.9%	i	5.6	-1.7
CCS(=O)(=O)NCCc1cc2c(OC)ccc(OC)c2[nH]c1=O
  8.9%	-7.3	-1.4%	i	6.9%	i	-16.1	-1.8
COc1ccc(NC(=O)C2Cc3c(-c4ccccc4Oc4ccccc4)ccnc3O2)cc1OC (stereo not given)
  -13.8%	5.7	·	-49.3%[inhibitor]	16.2%	i	31.5	0.0
OCCC1CN(Cc2ccc3c(c2)CCO3)CCN1Cc1ccc(F)cc1 (stereo not given)
  3.7%	-16.1	1.5%	-54.6%[inhibitor]	6.8%	i	-59.3*	0.0
O=C(COC(=O)COc1ccccc1)Nc1ncc(Cl)cc1Cl
  -4.3%	-0.3	1.0%	-13.6%	5.4%	i	-7.5	-3.8
Oc1ccccc1CN1CCCC(N2CCc3ccccc3C2)C1 (stereo not given)
  -1.8%	-19.9	-0.7%	i	3.8%	i	-28.3	-1.8
COCCNC(=O)c1ccc(NS(C)(=O)=O)cc1
  -9.4%	-8.3	-4.1%	i	10.3%	i	-26.6	0.2
Cc1cccc(NC(=O)CSc2nnc(-c3ccco3)o2)c1
  4.4%	4.1	0.8%	i	0.8%	i	-11.8	-2.0
CN(C)S(=O)(=O)c1cccc(C(=O)Nc2n[nH]c(C(F)(F)F)n2)c1
  2.3%	-4.6	0.4%	i	6.1%	i	-0.7	1.0
CCN(CC)C(=O)[C@H]1CC(CC(=O)NCCc2ccccn2)C(=O)N2CCc3c([nH]c4ccc(OC)cc34)[C@]12C (stereo not given in full)
  5.0%	-33.1	4.2%	-28.9%	10.9%	i	-19.0	-1.4
O=C(C1=C[C@@H](c2ccc(C(F)(F)F)cc2)C[C@@H](OCCCCO)O1)N1CCN(Cc2ccc3c(c2)OCO3)CC1
  -15.9%	-6.1	·	-9.2%	7.2%	i	-2.6	-5.4
COc1ccc(CC2(CO)CCN(S(=O)(=O)c3c(C)nn(C)c3Cl)CC2)cc1
  1.3%	1.5	-1.3%	i	-2.5%	i	0.8	-0.1
COCCN(Cc1cn[nH]c1-c1ccc2cc(OC)ccc2c1)C(C)C
  -1.8%	-0.1	2.3%	i	8.7%	i	5.9	-1.3
Cc1ccc(NC(=O)COC(=O)Cn2cnc3c2c(=O)n(C)c(=O)n3C)c(Cl)c1
  0.0%	4.3	0.1%	i	4.8%	i	0.9	-1.8
CCOc1ccc(NC(=O)c2cc(F)c(F)cc2Cl)cc1OCC
  15.5%	8.2	-0.7%	i	1.7%	i	12.7	-2.1
COc1ccc(C2CC(c3ccccc3)Nc3nc(NS(C)(=O)=O)nn32)cc1 (stereo not given)
  16.3%	-16.3	3.3%	-20.2%	2.5%	i	-2.9	1.2
Cc1nn(-c2ccccc2)c(N)c1C1(O)C(=O)N(C)c2ccccc21 (stereo not given)
  -0.6%	-3.6	0.2%	-3.9%	-4.3%	i	-10.4	-3.1
COc1ccc(S(=O)(=O)n2ccc(C(C)Oc3ccc(-c4ccccc4)c(F)c3)n2)cc1 (stereo not given)
  8.6%	2.0	-1.0%	-18.3%	4.7%	i	4.2	2.0
O=C(OCc1cccc(C(F)(F)F)c1)c1ccc[nH]c1=O
  -7.8%	5.8	1.7%	i	13.6%	i	3.8	1.0
COc1cccc2cc(C(=O)NCc3ccc(Cl)cc3)c(=N)oc12
  -0.1%	5.9	-3.1%	-16.9%	9.4%	i	-3.0	-3.4
CSc1ccc(S(=O)(=O)N2CCC(C(=O)NCc3ccncc3)CC2)cc1
  2.2%	-8.1	0.2%	i	-7.5%	i	2.5	0.7
CCCCCC(=O)Nc1cccc(C2=NOC3(C2)C[C@@H](C(N)=O)N(C(=O)Cc2ccc([N+](=O)[O-])cc2)C3)c1 (stereo not given in full)
  -7.9%	1.9	-0.5%	-2.8%	7.4%	i	-55.9*	0.5
Cc1cc(C)c(OCCCCN(C)Cc2ccccc2)c(C)c1
  -4.7%	-22.0	-3.5%	i	4.7%	i	?	1.9
CCOc1ccccc1N1CC(C(=O)Nc2cccc(S(=O)(=O)N3CCCCC3)c2)CC1=O (stereo not given)
  -6.6%	-6.2	-0.1%	-23.3%	15.7%	i	-17.0	-2.1
CCCN1CN=C(Nc2nc3ccccc3o2)NC1
  -3.5%	7.3	1.4%	-12.2%	3.4%	i	-9.9	-0.8
Cc1ccccc1N1CCN(S(=O)(=O)C[C@]23CCC(CC2NC(=O)[C@@H](N)CCS(C)(=O)=O)C3(C)C)CC1 (stereo not given in full)
  -12.8%	-9.5	0.4%	-23.0%	3.4%	i	-24.2	-1.0
Cc1nc(C)c(C(=O)C2=C(O)C(=O)N(CCN(C)C)C2c2cccs2)s1 (stereo not given)
  11.2%	2.7	1.6%	i	-7.0%	i	3.4	0.0
O/C(=C\c1nc2ccccc2nc1/C=C(\O)c1ccccc1)c1ccccc1
  4.8%	-5.0	-2.4%	i	1.1%	i	-66.9*	-0.4
O=C(NC(c1ccc(-c2ccccc2)cc1)c1cnccn1)C1CCN(CCOc2ccc(F)cc2)CC1 (stereo not given)
  -0.5%	-13.2	·	-92.8%[inhibitor]	6.5%	i	-21.0	0.7
CCOC(=O)CNc1ncc(C(F)(F)F)cc1Cl
  5.4%	4.1	-4.1%	i	0.0%	i	4.3	-3.8
N#Cc1c(NC(=O)/C=C/c2ccco2)sc2c1CCCC2
  1.4%	-7.1	-2.6%	i	-11.7%	i	-59.6*	0.5
CCOC(=O)N1CCC(NC(=O)c2ccc3c(c2)N=C(CC)c2ccccc2S3)CC1
  -5.8%	1.4	0.7%	-10.1%	1.4%	i	7.3	-1.4

Whole records from above. Screens in order: EPAC2 antag, D3 ag, Mm-Cpn inhibitor, PTHR1 ag, EPAC2 agonist, pAkt inh, D3 antag, CCT modulator
O=C(NC(c1ccc(-c2ccccc2)cc1)c1cnccn1)C1CCN(CCOc2ccc(F)cc2)CC1 (stereo not given) in the list: -0.5%, -13.2, ·, -92.8%[inhibitor], 6.5%, i, -21.0, 0.7
O/C(=C\c1nc2ccccc2nc1/C=C(\O)c1ccccc1)c1ccccc1 in the list: 4.8%, -5.0, -2.4%, i, 1.1%, i, -66.9*, -0.4
CSc1ccc(S(=O)(=O)N2CCC(C(=O)NCc3ccncc3)CC2)cc1 in the list: 2.2%, -8.1, 0.2%, i, -7.5%, i, 2.5, 0.7

High-throughput results from PubChem BioAssay.

Some of the compounds tested; rates above refer to the full screens.
